SIAE inh: human SIAE inhibitors, primary screen, biochemical, fluorescence polarization, FP-Rh probe, 1536-well HTS; actives 0.69% (n = 370,000); Sialate O-acetylesterase (Homo sapiens), Q9HAT2; SIAE FP-Rh probe binding; inhibition, % at 9.66 µM; AID 1053197, 2014;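 active means inhibition above a cutoff: mean of compounds within the control limits plus 3 SD of those, cut at about 17% in these data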;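 further: 0% = plate median of compound wells and 100% = probe without SIAE protein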
Target sequence (Q9HAT2 whole entry, looked up): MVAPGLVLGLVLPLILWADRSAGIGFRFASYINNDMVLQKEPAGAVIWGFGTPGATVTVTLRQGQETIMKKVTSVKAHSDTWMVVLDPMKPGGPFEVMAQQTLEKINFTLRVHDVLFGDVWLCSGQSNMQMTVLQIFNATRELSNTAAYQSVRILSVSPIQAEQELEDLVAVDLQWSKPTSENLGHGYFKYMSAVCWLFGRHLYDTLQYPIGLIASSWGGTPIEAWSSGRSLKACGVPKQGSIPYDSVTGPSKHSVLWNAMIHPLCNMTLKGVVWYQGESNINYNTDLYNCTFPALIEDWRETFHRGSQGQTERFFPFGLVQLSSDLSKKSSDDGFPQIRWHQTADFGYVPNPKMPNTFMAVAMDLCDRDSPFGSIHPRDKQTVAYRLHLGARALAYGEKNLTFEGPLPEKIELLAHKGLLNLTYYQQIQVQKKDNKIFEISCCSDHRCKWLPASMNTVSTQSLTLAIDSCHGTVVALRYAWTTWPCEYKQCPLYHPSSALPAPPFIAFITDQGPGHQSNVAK
PLCb3 inh: human PLC-beta3 inhibitors, primary screen, biochemical, fluorescence | 1-phosphatidylinositol 4,5-bisphosphate phosphodiesterase beta-3 (Homo sapiens), Q01970 | Purified PLC-beta3, fluorogenic substrate | inhibition, % at 12.2 µM | actives 0.18% (n = 370,000); in the data active means inhibition above about 11%;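 further: 0% = median of compound wells on plate and 100% = full blocker control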
ASAP1 inh: inhibitors of human ASAP1 ArfGAP activity, primary screen, biochemical, fluorescence polarization; Arf-GAP with SH3 domain, ANK repeat and PH domain-containing protein 1 (Homo sapiens), …; ASAP1-stimulated ARF1 GTP hydrolysis, GDP FP detection; inhibition, % at 16.5 µM; actives 0.19% (n = 360,000); AID 624377, 2012; in the data active means inhibition above about 25%;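 further: 0% = vehicle with enzyme and substrate and 100% = no enzyme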
ADAM17 inh: ADAM17 inhibitors, primary screen, biochemical, QFRET. Disintegrin and metalloproteinase domain-containing protein 17 (Homo sapiens), P78536. recombinant ADAM17, EDANS/DABCYL FRET peptide cleavage. inhibition, % at 6.95 µM. actives 0.83% (n = 370,000). AID 720648, 2013;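 active means inhibition above the mean of compounds lying between control limits plus 3 SD, set per campaign, cut at about 8.5% in these data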;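 further: 0% = DMSO-only wells as the low control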
ARFGAP1 inh: inhibitors of rat ARFGAP1 GAP activity, primary screen, biochemical, fluorescence polarization, GDP tracer | ADP-ribosylation factor GTPase-activating protein 1 (Rattus norvegicus), Q62848 | Arfgap1-stimulated ARF1 GTP hydrolysis, GDP FP detection | inhibition, % at 16.5 µM | actives 0.26% (n = 360,000) | AID 651572, 2012;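 active means inhibition above a per-plate limit, mean inhibition of low control wells plus 3 SD, cut at about 25% in these data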;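 further: 0% = DMSO wells with enzyme and 100% = wells lacking Arfgap1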
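Material: rat Arfgap1 catalytic domain, aa 1-136; also added: human ARF1(Δ1-17)-GTP substrate; compound dosing: one concentration, 16.5 µM, DMSO 1.26%; incubation: GTP hydrolysis reaction 2 h at 25 °C; measured by: Tracer-displacement fluorescence polarization with EDTA stop, 620/688 nm; evaluation: % inhibition from polarization; repeats: one replicate per compound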
TDP2 inh: human TDP2 enzyme inhibitors, primary screen, biochemical, epi absorbance, recombinant enzyme; T5PNP hydrolysis, p-nitrophenol absorbance 415 nm; inhibition, % at 12.8 µM; actives 0.34% (n = 370,000); Tyrosyl-DNA phosphodiesterase 2 (Homo sapiens), O95551;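 active means inhibition above the mean of all tested compounds plus 3 SD, set per campaign, cut at about 25% in these data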;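 further: 0% = DMSO with enzyme and 100% = buffer with substrate but no TDP2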
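Material: recombinant human TDP2; quantity: TDP2 enzyme at 120 nM final; medium: Tris-HCl pH 7.5 with MgCl2; compound: single concentration, 12.8 µM nominal, with 1% DMSO; incubation: 2 h enzyme incubation at 37 °C; signal: epi absorbance; measure: percent inhibition; benchmarks: high control without enzyme, low control DMSO plus TDP2; repeats: singlicate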
DDE Tn6 FP inh: inhibitors of Tn6 peptide binding to fibrin DD(E), primary screen, biochemical, fluorescence polarization, human fibrin, Tn6 probe; actives 0.21% (n = 370,000); inhibition, % at 8.3 µM; Fibrin DD(E) TRITC-Tn6 fluorescence polarization displacement; Fibrinogen beta chain (Homo sapiens), P02675; AID 720509, 2013;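 active means inhibition above a per-campaign cutoff: mean of compounds within control limits plus 3 SD, cut at about 15% in these data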;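 further: 0% = median of all compound wells on the plate and 100% = blocking peptide control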
Target sequence (P02675 whole entry, looked up): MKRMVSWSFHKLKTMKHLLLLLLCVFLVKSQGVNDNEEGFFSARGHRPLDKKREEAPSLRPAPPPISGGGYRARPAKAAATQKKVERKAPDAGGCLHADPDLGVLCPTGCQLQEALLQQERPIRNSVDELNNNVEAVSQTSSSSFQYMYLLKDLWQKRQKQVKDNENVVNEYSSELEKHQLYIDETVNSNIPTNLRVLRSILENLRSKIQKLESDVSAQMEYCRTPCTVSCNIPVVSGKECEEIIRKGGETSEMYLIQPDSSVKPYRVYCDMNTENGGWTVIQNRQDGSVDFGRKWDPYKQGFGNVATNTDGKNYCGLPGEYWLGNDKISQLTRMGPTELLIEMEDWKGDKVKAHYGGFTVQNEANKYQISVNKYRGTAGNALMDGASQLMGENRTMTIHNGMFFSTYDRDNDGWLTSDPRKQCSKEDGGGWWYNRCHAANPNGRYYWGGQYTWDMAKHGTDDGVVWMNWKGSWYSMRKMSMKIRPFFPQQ
PLC-gamma1 inh: PLC-gamma1 enzyme inhibitors, primary screen, biochemical, fluorescence, purified enzyme. actives 0.84% (n = 370,000). fluorogenic substrate. AID 720700, 2013. inhibition, % at 12.2 µM. 1-phosphatidylinositol 4,5-bisphosphate phosphodiesterase gamma-1 (Homo sapiens), P19174; in the data active means inhibition above about 9.5%
DDE Tn7 FP inh: inhibitors of Tn7 peptide binding to fibrin DD(E), primary screen, biochemical, fluorescence polarization, human fibrin, Tn7 probe; Fibrinogen beta chain (Homo sapiens), P02675; FP displacement of FITC-Tn7 peptide from fibrin DD(E); 0% = median of compound wells per plate; inhibition, % at 8.3 µM; actives 0.13% (n = 370,000);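 active means inhibition above the mean of compounds falling within the control limits plus 3 SD of them, cut at about 14% in these data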;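 further: 0% = plate median of compound wells and 100% = 10 µM Aha-Tn7 peptide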
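System: human fibrin DD(E); quantity: Fibrin-DD(E) at 2 µM final; also added: fluorescent Tn7 probe at 0.1 µM; compound dosing: single nominal test concentration of 8.3 µM per compound; schedule: 10 min preincubation, 3 h with tracer, room temperature; detection: fluorescence polarization of the labelled Tn7 tracer; repeats: one replicate per compound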
ADAM10 inh: human ADAM10 inhibitors, primary screen, biochemical, QFRET, HTS; recombinant ADAM10, EDANS/DABCYL FRET peptide cleavage, 3 h; inhibition, % at 7 µM; actives 0.62% (n = 370,000); AID 720582, 2013;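 active means inhibition above a per-campaign cutoff equal to the mean of compounds falling between control-based bounds plus 3 SD, cut at about 20% in these data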;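 further: 0% = DMSO wells while the 100% control is not disclosed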
An asterisk follows results filed as active; i = inactive; · = no result given.

SMILES,SIAE inh,PLCb3 inh,ASAP1 inh,ADAM17 inh,ARFGAP1 inh,TDP2 inh,DDE Tn6 FP inh,PLC-gamma1 inh,DDE Tn7 FP inh,ADAM10 inh
C=CCn1c(CNC(=O)c2ccccc2C)nnc1SCC(=O)NC1CCCC1,-4,3,-21,-2,5,-7,1,0,8,3
CCC(NC(=O)C1CCC1)c1ccccc1 (stereo not drawn),-2,0,1,0,16,4,4,1,5,1
CC(=O)N1CCN(S(=O)(=O)c2cccc(C(=O)Nc3nc4ccccc4[nH]3)c2)CC1,-5,-9,11,1,1,7,-4,-6,-7,0
CCOc1ccc(OCCOCCN2CCc3ccccc3C2)cc1,-2,7,-3,-1,-2,3,5,5,-1,2
CN(C)/C=N/c1ncc(C(=O)c2ccc(Cl)cc2Cl)s1,-1,-16,-13,-4,4,-6,-5,-4,0,2
CCOc1ccccc1NC(=O)CCC(=O)Nc1nnc(C2CCCCC2)s1,0,-7,15,-1,-6,4,-1,-3,-2,-11
Cc1ccc(C)c2c1cc(C)c1nnc(SCc3ccccn3)n12,-2,2,4,3,4,-7,1,3,-7,1
CCn1cc(C(=O)O)c(=O)c2cnc(N3CCN(C(=S)Nc4ccccc4C(F)(F)F)CC3)nc21,-4,-10,-13,-1,-8,-9,-5,1,-2,-1
Cc1noc(C)c1COc1cccc(C(=O)OC(C)C(=O)Nc2ccc3c(c2)OCO3)c1 (stereo not drawn),0,0,6,-1,0,5,0,1,-2,5
CC(C)Cc1ccc(CN2CCCC(NC(=O)CCn3cnnn3)C2)cc1 (stereo not drawn),6,-5,-2,-5,-4,0,9,0,1,-14
Cc1ccc(S(=O)(=O)N2CCCOC2CNC(=O)C(=O)NCCc2ccco2)cc1 (stereo not drawn),-2,1,-8,-3,-6,-11,7,1,-2,-3
O=C(CCC(=O)N1CCOc2ccc(Cl)cc21)N1CCN(c2ccccn2)CC1,4,-1,-4,-4,-8,1,-9,1,-2,-32

SMILES,SIAE inh,PLCb3 inh,ASAP1 inh,ADAM17 inh,ARFGAP1 inh,TDP2 inh,DDE Tn6 FP inh,PLC-gamma1 inh,DDE Tn7 FP inh,ADAM10 inh
CC1CCC(Nc2nnnn2-c2ccccc2)CC1 (stereo not drawn),-2,5,10,-2,-7,11,7,6,7,6
CCN(CC)CCn1c(SCC(=O)Nc2ccc3c(c2)CCC3)nc2ccccc2c1=O,3,-15,12,-11,-3,-9,-12,-8,-4,-59
Cc1ccc([N+](=O)[O-])cc1NC(=O)C1CCCC1,5,2,-8,-1,3,-15,2,6,-5,8
COc1ccc(CNC(=O)COC(=O)C2CC3C=CC2C3)cc1 (stereo not drawn),4,-1,14,-2,4,-3,-3,-2,-1,-2
O=C(O)CCCC(=O)N1CC(=O)Nc2ccccc21,1,-4,3,-4,-2,0,4,-1,0,-9
Cc1ccc(/C=N/n2c(-c3ccccn3)n[nH]c2=S)o1,15,-8,-13,1,3,14,3,1,0,0
CC1(C(=O)NS(=O)(=O)c2ccc(F)cc2F)CCN1C(=O)c1ccccc1CCc1ccccc1 (stereo not drawn),1,6,6,2,4,-7,-3,2,-10,1
N#Cc1c(N2CCCC(O)C2)nc(N)c2c(N)nc3c(c12)CC(=O)N3C12CC3CC(CC(C3)C1)C2 (stereo not drawn),3,-139,21,-19,7,5,-7,-112,8,-52
COc1ccc(N=C2C(=S)N(c3ccc(OC)cc3)C(=NS(=O)(=O)c3ccccc3)N2c2ccccc2)cc1,6,-11,-3,-5,2,2,2,-2,7,-11
Cc1cc(OC(=O)c2ccc(S(=O)(=O)N(C)C)cc2)c([N+](=O)[O-])c(=O)[nH]1,14,3,-3,-3,-6,2,1,0,4,1
O=C(c1cc(-c2ccncc2)nc2ccccc12)N1CCN(c2ccccc2O)CC1,7,-10,12,3,17,-4,-2,1,-3,-2
CC(C)(C)n1cnnc1Sc1ncccc1[N+](=O)[O-],3,-5,-3,-1,0,3,-3,3,0,-1

SMILES,SIAE inh,PLCb3 inh,ASAP1 inh,ADAM17 inh,ARFGAP1 inh,TDP2 inh,DDE Tn6 FP inh,PLC-gamma1 inh,DDE Tn7 FP inh,ADAM10 inh
CCc1ccc[n+](-c2[nH]c(=O)sc2/C=N/N=C(\N)[O-])c1,13,-7,0,-4,1,8,-1,-3,-7,-4
Cc1nc2cc(C(=O)O)ccc2s1,4,1,1,2,-1,-3,3,1,-7,-1
COc1ccc(-c2cc(C(=O)N3CC(C)CC(C)C3)c3ccccc3n2)cc1 (stereo not drawn),-10,i,7,i,-4,4,4,i,5,i
Cc1ccc(NC(=O)C2c3ccccc3Oc3ccccc32)nc1,9,2,-6,-1,-4,5,2,-1,9,8
CC(C)C[C@@H](CNCC(=O)[C@H](CC(C)C)NC(=O)c1[nH]cnc1C(=O)N[C@@H](C)CN)NC(=O)c1nc[nH]c1C(=O)N[C@@H](CC(C)C)C(=O)O,5,0,-5,-3,6,2,-5,2,0,-9
O=C(CCc1ccccc1)Nc1cc2c(cc1Cl)OCCO2,7,1,-2,0,3,-18,0,-1,2,13
CCOc1ccc(NC(=S)NCCN2CCN(Cc3ccccc3)CC2)cc1,5,-2,1,-2,0,-4,-5,5,-8,2
COC(=O)C(CCSC)NC(=O)c1cn(-c2ccc(OC)cc2)c(=O)c2ccccc12 (stereo not drawn),13,-5,-9,3,19,-4,2,0,0,1
O=C(Nc1nccs1)c1ccc(S(=O)(=O)NCc2cccs2)cc1,-4,-5,-6,-1,0,-1,-13,0,-1,2
NS(=O)(=O)OCCCc1ccccc1,3,1,1,-2,-1,-1,-11,0,2,1
COc1ccc(CN(C)C(=O)c2cnc(C)cn2)c(OC)c1OC,-3,-5,7,-4,9,-3,3,0,-2,-4
Cc1ccc(NC(=O)/C(=C/C=C/c2ccccc2)NC(=O)c2ccccc2)cc1,-11,-12,-4,0,5,0,-4,-6,5,-4

SMILES,SIAE inh,PLCb3 inh,ASAP1 inh,ADAM17 inh,ARFGAP1 inh,TDP2 inh,DDE Tn6 FP inh,PLC-gamma1 inh,DDE Tn7 FP inh,ADAM10 inh
O=C1CCC2c3ccc4ccccc4c3CCN12 (stereo not drawn),-10,-29,-10,-5,22,8,2,-17,0,-24
Cc1ccc2c(c1)sc(C)[n+]2CCCS(=O)(=O)[O-],-12,8,-9,5,-7,-14,0,3,3,4
O=[N+]([O-])c1cccc(/C=N/N2CCN(Cc3ccc(Cl)cc3)CC2)c1,2,0,-5,-4,-4,7,-1,2,1,6
COC(=O)C1=C(C)N(Cc2cccc(C(F)(F)F)c2)C(=NCc2cc(OC)c(OC)c(OC)c2)NC1c1ccc(F)cc1 (stereo not drawn),-1,3,5,-2,14,-7,-10,2,3,-10
O=C(O)/C=C/C(=O)NNC(=O)c1cccc(Br)c1,3,-7,-6,0,0,1,-2,-4,-4,2
Cc1ccccc1OCC(=O)Nc1ccccc1N1CCCCC1,6,2,2,0,-4,8,3,0,2,-2
CC(=O)N1CCN(c2nc(C)nc3sc4c(c23)CCC(C)C4)CC1 (stereo not drawn),-3,1,13,-6,-16,7,2,-1,8,-5
CC(NC(=O)COC(=O)c1ccc(OCC2CCCO2)cc1)c1ccccc1Cl (stereo not drawn),-9,-7,12,0,11,-3,0,-2,-2,-2
O=C(NCCc1nc2ccc(Cl)cc2[nH]1)C1CCC(=O)N(Cc2cccc(F)c2)C1 (stereo not drawn),-11,-13,-16,1,11,3,8,-2,1,7
Cc1nc2sc(C(=O)O)c(N)c2c2c1COC(C)(C)C2,-4,-18,-7,-9,-10,5,-4,-15,1,-22
Cc1ccc(S(=O)(=O)NC(=O)C2(C)CCN2C(=O)Cc2cc(F)ccc2F)nc1 (stereo not drawn),1,-6,5,-5,-2,0,0,-2,1,-4
Cc1cc(NCc2ccco2)n2c(nc3ccccc32)c1C#N,-5,-341,4,-153,9,3,-4,-299,-1,i

SMILES,SIAE inh,PLCb3 inh,ASAP1 inh,ADAM17 inh,ARFGAP1 inh,TDP2 inh,DDE Tn6 FP inh,PLC-gamma1 inh,DDE Tn7 FP inh,ADAM10 inh
CC(C)(C)C1CCc2nc(NC(=O)Cc3cn4ccsc4n3)sc2C1 (stereo not drawn),-21,4,3,20*,1,-16,-10,4,3,23*
CCCCOCCCNCC(=O)Nc1ccc(S(N)(=O)=O)cc1,-5,-3,-3,-2,4,-4,-2,1,5,0
O=C(C1CCCN(S(=O)(=O)c2ccc([N+](=O)[O-])cc2)C1)N1CCN(Cc2ccccc2)CC1 (stereo not drawn),-3,3,·,1,·,-14,1,2,-7,5
O=C1N=C(N2CCCC2C(=O)O)S/C1=C\c1ccco1 (stereo not drawn),11,-40,-4,0,0,10,-7,-36,2,-2
COc1ccc(C2c3c4c(n(C)c3CCN2C)CCN(C)C4c2ccc(OC)cc2)cc1 (stereo not drawn),-2,0,1,-5,-12,5,2,-3,6,-6
Cc1ccc(S(=O)(=O)N2CCN(c3ncnc4sccc34)CC2)cc1,-3,-7,1,-1,-15,3,-2,2,4,6
O=C(CSc1n[nH]c(-c2ccncc2)n1)Nc1ccc(F)cc1,-11,-9,10,-5,5,-7,-2,-4,6,-1
C[C@H](CO)N1C[C@H](C)[C@@H](CN(C)Cc2ccncc2)Oc2c(NS(=O)(=O)c3ccc(Cl)cc3)cccc2C1=O,2,1,12,-2,3,5,0,2,-6,-5
COc1ccc(S(=O)(=O)N2CCN(C)CC2)cc1NC(=O)c1ccccc1C,-1,-6,-10,0,0,5,2,2,-7,-5
COc1ccc(NC(=S)N(CCN2CCOCC2)C2CCN(C(C)=O)CC2)cc1Cl,5,-3,-11,-1,4,-7,-3,7,-1,3
COc1cc(C2=NOC(C(=O)Nc3ccc4c(c3)OCO4)C2)cc(OC)c1OC (stereo not drawn),14,-12,14,1,-4,-4,6,-2,-8,6
